PMI act satM6P – activators of human phosphomannose isomerase at near-saturating mannose 6-phosphate | P34949 | coupled PMI enzyme assay, resazurin fluorescence, 20 min; hits give high values; 1 = untreated enzyme, 0 = substrate-free blank | activation factor at 20 µM | actives 0.34% (n = 190,000);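 active = activation factor of 2 or more at 20 µM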
Target sequence (P34949 whole entry, looked up): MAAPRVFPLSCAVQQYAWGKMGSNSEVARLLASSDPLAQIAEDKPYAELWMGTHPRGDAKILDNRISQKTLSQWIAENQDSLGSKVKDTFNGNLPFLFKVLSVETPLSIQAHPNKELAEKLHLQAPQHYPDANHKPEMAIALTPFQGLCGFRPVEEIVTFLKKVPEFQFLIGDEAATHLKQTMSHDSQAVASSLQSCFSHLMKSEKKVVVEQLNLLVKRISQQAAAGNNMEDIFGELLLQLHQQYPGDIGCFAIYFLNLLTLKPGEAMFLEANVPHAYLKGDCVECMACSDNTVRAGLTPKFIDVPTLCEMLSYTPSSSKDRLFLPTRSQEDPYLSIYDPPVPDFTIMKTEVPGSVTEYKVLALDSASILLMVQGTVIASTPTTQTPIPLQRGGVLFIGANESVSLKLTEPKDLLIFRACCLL
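Test system: human phosphomannose isomerase with PGI, G6PDH, diaphorase coupling enzymes; amount: 15 ng/mL PMI; incubation: enzyme reaction with compound 20 min at room temperature; technique: resorufin fluorescence (Ex 544/Em 590 nm) from resazurin via diaphorase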
bIAP act – increases bovine intestinal alkaline phosphatase activity; purified bovine IAP, CDP-star luminescence, 30 min; hits give high values; fold of DMSO-control signal, blank-subtracted; activation factor at 20 µM; actives 0.17% (n = 200,000); AID 1016;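 active = activation factor of 2 or more at 20 µM, a signal rise over negative controls twice the positive control's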
Diaphorase inh – counter-screen for diaphorase-based assays: diaphorase inhibitors and chemical oxidizers | diaphorase resazurin-to-resorufin fluorescence, NADH, 16 min; bacterial (C. kluyveri) enzyme, not human | inhibition, % at 20 µM | actives 0.69% (n = 190,000) | AID 1217;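 active = primary screen inhibition at 20 µM above a set limit, cut at about 50% in these data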;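 note: plate controls were DMSO with full reaction for no effect and wells lacking NADH for full effect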
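controls = No-NADH positive control and DMSO neutral control | system = Clostridium kluyveri diaphorase enzyme | timing = reaction incubation of 16 min at room temperature | signal = resorufin fluorescence 544/590 nm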
Diaph act CS – counter-screen for diaphorase-based assays: diaphorase activators and chemical reducers; Diaphorase/resazurin coupled assay, resorufin fluorescence, 16 min; hits give high values; 1 = vehicle wells, 0 = NADH-free wells; activation factor at 20 µM; actives 0.005% (n = 190,000); AID 1229;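 active = diaphorase activity raised at least twofold by the compound at 20 µM; inactive = activation factor below 2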
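Material: Purified diaphorase enzyme from Clostridium kluyveri | Buffer or medium: 50 mM HEPES pH 7.4 with 4.542 mM MgCl2, 0.005% Tween 20 | Times: 16 min enzyme reaction, ambient temperature | Signal: Red resorufin fluorescence at 544/590 nm excitation/emission | Measure: Increased resorufin signal from activators or reducing compounds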
bIAP inh – intestinal alkaline phosphatase (bovine) inhibition. inhibition, % at 20 µM. AID 1019. 190,000 tested, under 10 active. purified bovine IAP, CDP-star luminescence, 30 min;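 active = over 50% inhibition of intestinal alkaline phosphatase at 20 µM in the single-dose screen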
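Assay system: bovine IAP enzyme; medium: DEA buffer 100 mM, pH 9.8, with MgCl2 1.0 mM, ZnCl2 0.02 mM; doses: 20 µM single dose; incubation: enzyme reaction for 30 min at room temperature; detection: CDP-star luminescence signal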
PMI activator – phosphomannose isomerase (human) activation; purified human PMI, coupled resazurin fluorescence, 20 min; hits give high values; 1 = vehicle control, 0 substrate-free wells; actives 0.005% (n = 190,000); AID 1214; P34949; activation factor at 20 µM;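 active = activation factor of 2 or more at 20 µM, relative to plate controls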
L major viab – inhibitors of Leishmania major promastigote growth; inhibition, % at 10 µM; actives 9% (n = 200,000); Leishmania major promastigotes, resazurin fluorescence viability; in the data active = inhibition above about 50%;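 note: promastigotes grown with compound for 44 hours at 28 °C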
TNAP inh hiacc – blocks human TNAP under high phosphate acceptor concentration; P05186; purified TNAP, CDP-star luminescence, 1 M DEA; inhibition, % at 20 µM; actives 0.03% (n = 200,000);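 active = over 50% inhibition of tissue-nonspecific alkaline phosphatase at 20 µM in the single-dose screen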;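 note: plate controls were DMSO wells for no effect and EDTA-quenched wells as full inhibition for full effect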
Target sequence (P05186 whole entry, looked up): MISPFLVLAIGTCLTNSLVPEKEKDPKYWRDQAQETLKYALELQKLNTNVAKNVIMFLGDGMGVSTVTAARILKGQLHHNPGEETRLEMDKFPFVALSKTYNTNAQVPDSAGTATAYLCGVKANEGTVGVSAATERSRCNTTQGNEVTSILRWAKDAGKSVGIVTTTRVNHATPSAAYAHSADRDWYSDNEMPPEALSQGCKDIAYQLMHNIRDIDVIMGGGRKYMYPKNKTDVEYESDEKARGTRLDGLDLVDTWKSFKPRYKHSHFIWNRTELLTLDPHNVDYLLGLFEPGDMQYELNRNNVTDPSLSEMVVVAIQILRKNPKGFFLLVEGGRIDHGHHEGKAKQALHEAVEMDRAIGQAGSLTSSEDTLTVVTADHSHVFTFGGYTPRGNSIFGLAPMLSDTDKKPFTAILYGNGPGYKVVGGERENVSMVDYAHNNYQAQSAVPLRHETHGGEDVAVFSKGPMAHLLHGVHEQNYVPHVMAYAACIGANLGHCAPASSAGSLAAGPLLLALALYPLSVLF
TNAP inh no acc – inhibitors of human TNAP without phosphate acceptor | P05186 | purified TNAP, CDP-star luminescence, 30 min | inhibition, % at 20 µM | actives 0.26% (n = 200,000);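 active = tissue-nonspecific alkaline phosphatase inhibition above about 50% at 20 µM in the single-dose screen, limit read from the data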;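 note: 0% = DMSO negative control and 100% = EDTA positive control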
TNAP act hi DEA – activators of human TNAP at high phosphate acceptor concentration; P05186; purified TNAP, CDP-star luminescence, 1 M DEA, 30 min; hits give high values; 0 = EDTA background, 1 = DMSO-only activity; activation factor at 20 µM; 200,000 tested, under 10 active;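 active = activation factor at least 2 at 20 µM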
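Control set: EDTA negative control, DMSO positive control / Assay system: human TNAP / Quantity: TNAP 1/800 final / Evaluation: TNAP activation factor scaled between EDTA and DMSO control wells / Measured by: luminescent substrate turnover signal / Compound dosing: one dose, 20 µM / Times: 30 min enzyme reaction at room temperature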
An asterisk follows results filed as active; nt = no result given.

SMILES	PMI act satM6P	bIAP act	Diaphorase inh	Diaph act CS	bIAP inh	PMI activator	L major viab	TNAP inh hiacc	TNAP inh no acc	TNAP act hi DEA
CCOc1ccc(NC(=O)CCCn2c(=S)[nH]c3ccsc3c2=O)cc1	1	1	28	0.7	5	1	-3	1	-6	1
O=C(O)c1c(-n2cccc2)sc2c1CCCC2	0.9	0.9	9	0.9	6	1	-7	1	-2	1
O=C(O)C1C2C=CC(C2)C1C(=O)NC1CCN(Cc2ccccc2)CC1 (stereo unspecified)	1.1	0.9	16	0.8	6	1	-2	-3	-5	1
CC1=C(C(N)=O)C(c2cccnc2)n2nc(-c3cccc(Cl)c3)nc2N1 (stereo unspecified)	1.1	1	-3	1	4	0.9	67*	-3	-6	1
Cc1cccc(C(=O)Nc2cc(OCc3cccc(F)c3)c(Cl)cc2Cl)c1	0.8	0.8	24	0.8	20	0.8	0	-1	-1	1
O=C(ONC1=NCCCCC1)c1ccc(Cl)cc1	1.1	0.9	0	1	12	1.1	23	-6	-5	1.1
O=C(c1ccc(Cl)cc1)C1CCCN(Cc2ccc(Oc3ncccn3)cc2)C1 (stereo unspecified)	0.9	1	16	0.8	1	0.8	86*	-10	-9	1.1
O=C(/C=C/c1ccccc1)N/C(=C/c1ccccc1)C(=O)Nc1cccc(C(=O)O)c1	1.2	1.3	-4	1	-32	1.2	-3	-4	-11	1
CCCSc1nc(C)cc(C)c1S(=O)(=O)c1ccccc1C	0.9	0.8	18	0.8	20	0.9	94*	-3	-8	1
CCN1CCN(Cc2c(C)[nH]c3ccc(OC)cc3c2=O)CC1	0.9	1	6	0.9	0	0.9	-4	4	-3	1
CC(/C=N/NC(=O)c1cccc([N+](=O)[O-])c1)=C\c1ccccc1	1.2	0.9	-2	1	13	1	-1	-2	-4	1
CCOC(=O)N1CCC2(CC1)C(C#N)=C(N)OC1=C2C(=O)CCC1	nt	1	nt	nt	3	nt	0	-4	-8	1
COc1ccc(N2C(=O)CC(SCC(=O)O)C2=O)cc1 (stereo unspecified)	1.1	0.9	2	1	15	1.1	-2	3	0	1
COc1ccc(-n2nnnc2SCC(=O)Nc2ccccc2N2CCOCC2)cc1OC	1	1	12	0.9	1	0.9	93*	-2	-3	1
CCC(=O)NC(c1cccs1)c1ccc2cccnc2c1O (stereo unspecified)	0.5	1.3	58*	0.4	-26	0.7	100*	-5	-2	1
CC(=O)Nc1cc(C(=O)N2CCc3ccccc3C2)ccc1Sc1ccc(C)cc1	1	1	11	0.9	3	1	-1	-3	-8	1
Cc1cc(C)n(Cc2cccc(F)c2)c(=O)c1C#N	1.1	1	-8	1.1	0	1	1	-3	-8	1
O=C(CSc1nnc(-c2ccco2)n1Cc1ccccc1)NC(=O)NCc1ccco1	0.9	1.1	10	0.9	-9	0.8	5	2	1	1
O=C(CC1S/C(=N/N=C/c2c[nH]c3ccc(OCc4ccccc4)cc23)NC1=O)Nc1ccccc1 (stereo unspecified)	1	1	-3	1	-4	1	-7	2	-5	1
Nc1ncnc2c1ncn2C1OC(CO)C(O)C1O (stereo unspecified)	1.1	1	0	1	3	1	-4	-5	-8	1
Cc1ccc(NC(=O)c2cc(NC(=O)c3ccco3)ccc2N2CCOCC2)cc1Cl	1	0.9	11	0.9	12	0.9	-2	-8	-13	1.1
Cc1cc(C)cc(N(CC(=O)NCCSCc2ccco2)S(C)(=O)=O)c1	0.9	1.1	19	0.8	-5	0.9	-5	-5	-5	1
O=C(CN1CCN(C(=O)c2ccco2)CC1)Nc1ccc(Cl)c(C(F)(F)F)c1	1.1	1	5	1	1	1	28	-5	1	1
N#Cc1ccccc1Cn1cc(C#N)c2ccccc21	1.1	1	1	1	1	1	1	-2	-7	1
CC(=O)NC(Cc1ccc(F)cc1)C(=O)O (stereo unspecified)	1	1	5	0.9	-2	1	84*	-3	-5	1
SMILES	PMI act satM6P	bIAP act	Diaphorase inh	Diaph act CS	bIAP inh	PMI activator	L major viab	TNAP inh hiacc	TNAP inh no acc	TNAP act hi DEA
CCCc1nc2sc(C(=O)OCC)c(N)c2c2c1COC(C)(C)C2	0.9	0.9	30	0.7	7	0.8	5	0	-5	1
CC(C)N1CCc2c(sc(NC(=O)CCc3ccccc3)c2C(N)=O)C1	1.1	1.1	-15	1.1	-10	1.2	0	-6	-15	1.1
Fc1ccc(C2=Nn3c(Cc4ccccc4)nnc3SC2)cc1	0.8	0.9	13	0.9	9	0.9	4	1	-1	1
CC12CC(NC(=O)N1c1cccc(C(=O)N3CCN(c4ccccn4)CC3)c1)c1ccccc1O2 (stereo unspecified)	1	0.9	5	1	13	1	-2	-8	-10	1.1
Cc1[nH]c2ccccc2c1C(=O)/C=C\c1ccccc1Cl	0.8	0.9	25	0.7	12	0.8	20	3	1	1
CC(C)(C)Cn1c(=O)[nH]c(=O)c2cc([N+](=O)[O-])cnc21	1	1	6	0.9	-3	1	-2	3	4	1
COc1ccc(C2C(=O)N(C3CCCCC3)CC(=O)N2CCc2ccccc2)cc1OC (stereo unspecified)	1	1	25	0.8	-4	1	-5	-6	-10	1.1
Cc1ccccc1-n1c(SCc2c(C)noc2C)nnc1-c1c[nH]c2ccccc12	0.9	0.9	25	0.8	7	1	10	-3	-2	1
COC(=O)c1ccc(NC(=S)N2CCC(C(N)=O)CC2)cc1	1	1	0	1	3	1	-5	-2	-4	1
Cc1cc(NC(=O)C(=O)c2cn(C)c3ccccc23)no1	0.9	0.8	10	0.9	15	0.9	8	-1	-12	1
Cc1noc(C)c1S(=O)(=O)N1CCC(C(=O)NC2CCN(Cc3ccccc3)CC2)CC1	1	1.1	6	0.9	-11	1	89*	-3	-19	1
COc1ccc([N+](=O)[O-])cc1NC(=O)CC1SC(=Nc2cccc(C)c2C)N(/N=C(\C)c2ccc(C)cc2)C1=O (stereo unspecified)	1	1	15	0.8	-2	0.9	31	-4	-7	1
CN1CCN(c2nc(-c3cccs3)cs2)CC1	1.1	1	-2	1	-5	1	11	0	-6	1
CC12CC(NC(=O)N1Cc1ccccc1)c1ccccc1O2 (stereo unspecified)	1	0.9	0	1	11	1.1	7	-6	-3	1.1
COc1ccc(S(=O)(=O)NCC(c2cccnc2)N2CCN(c3ccccc3)CC2)cc1C (stereo unspecified)	1	1.1	-12	1.1	-8	1	97*	-3	-8	1
O=c1[nH]ncn1-c1ccccc1C(F)(F)F	0.9	0.9	9	0.9	14	1	-2	0	0	1
Cc1ccc(N=Cc2c(O)n(-c3ccc4c(c3)OCO4)c(=O)c3ccccc23)cc1	1.1	0.9	4	1	14	1.1	3	0	5	1
COc1cc(C(=O)NC(=S)N(CCc2ccccc2)CCc2ccccc2)cc(OC)c1OC	1.2	0.7	15	0.9	28	1	99*	-3	-26	1
CCOc1ccc(C(C)C)cc1S(=O)(=O)n1ccnc1C	0.9	1.1	2	1	-6	1	15	-4	-14	1
Cn1c(CN2CCOCC2)nnc1SCc1ccccc1	1.1	0.9	2	1	9	1.1	-8	-3	-12	1
COc1ccc(CCN(C)C(=O)/C=C/c2c(Cl)nc3ccccn23)cc1OC	0.9	1.3	4	1	-26	0.8	13	2	-4	1
Cc1cc(C)c(OCCN2C(=O)NC(C)(C)C2=O)c(Cl)c1	0.9	1	9	0.9	0	0.9	8	-1	-2	1
Cc1cccc(-n2c(N)cc(=O)nc2SCC(=O)Nc2ccccc2)c1	1	1.1	6	0.9	-8	1	11	1	-9	1
Nc1nonc1C(=Nc1ccccc1)NO	0.9	0.9	13	0.9	5	1	1	-6	-7	1.1
Cc1ccccc1OCc1nnc(SCC(=O)Nc2c(C)n(C)n(-c3ccccc3)c2=O)n1-c1ccccc1	1	0.9	20	0.8	10	0.9	59*	-7	-16	1.1

The closing four compounds of the part before are carried over, then new ones follow.
SMILES	PMI act satM6P	bIAP act	Diaphorase inh	Diaph act CS	bIAP inh	PMI activator	L major viab	TNAP inh hiacc	TNAP inh no acc	TNAP act hi DEA
Cc1cc(C)c(OCCN2C(=O)NC(C)(C)C2=O)c(Cl)c1	0.9	1	9	0.9	0	0.9	8	-1	-2	1
Cc1cccc(-n2c(N)cc(=O)nc2SCC(=O)Nc2ccccc2)c1	1	1.1	6	0.9	-8	1	11	1	-9	1
Nc1nonc1C(=Nc1ccccc1)NO	0.9	0.9	13	0.9	5	1	1	-6	-7	1.1
Cc1ccccc1OCc1nnc(SCC(=O)Nc2c(C)n(C)n(-c3ccccc3)c2=O)n1-c1ccccc1	1	0.9	20	0.8	10	0.9	59*	-7	-16	1.1
Nc1nc(-c2ccccc2)c(-c2ccccc2)s1	1.1	0.9	11	0.9	10	1	-6	-6	5	1.1
O=C(NCc1ccco1)C1CCN(c2ccc(N3CCOCC3)nn2)CC1	1	0.9	0	1	10	1.1	-7	2	-9	1
COc1ccc2[nH]cc(S(=O)(=O)c3ccc(F)cc3)c(=O)c2c1	0.5	0.9	35	0.7	10	0.9	-5	-3	-18	1
O=C(O)CCC(=O)N1N=C(c2ccc(Br)cc2)CC1c1cccs1 (stereo unspecified)	1	0.9	-1	1	7	1	-6	-1	-6	1
O=C(NC12CC3CC(CC(C3)C1)C2)N1CCN(c2ccccn2)CC1	0.9	1	3	1	4	1	12	2	-5	1
O=C(NCc1ccc(F)cc1)C(=O)NCC1OCCN1C(=O)c1ccc(Cl)cc1 (stereo unspecified)	1.1	1.5	-10	1.1	-52	1.1	-3	-4	-7	1
Cc1cc(C)cc(NC(=O)CSc2nnc(Cc3cccn3C)n2-c2ccc(F)cc2)c1	0.8	1	13	0.9	-3	0.9	14	3	-11	1
O=C(O)CCN1C(=O)CC2(CCCCC2)C1=O	1	0.9	4	1	6	1	-5	0	-6	1
Cc1ccc(C2(C(F)(F)F)NC(=O)N3C(=C2C#N)Nc2ccccc23)cc1 (stereo unspecified)	1	0.7	10	0.9	27	1.1	2	-8	-13	1.1
O=C(COC(=O)CNC(=O)c1ccc(Cl)cc1)Nc1ccc2c(c1)OCCO2	0.9	1	12	0.9	0	1	57*	-1	0	1
Cn1nc(-c2ccc(C(=O)Nc3cccnc3)cc2)c2ccccc2c1=O	1.1	1.1	-1	1	-5	1	-4	2	-8	1
N#Cc1c(Nc2ccccc2)sc(C(=O)C2CC2)c1N	1.1	0.8	-10	1.1	22	1	-4	-6	-2	1.1

Given in markdown: part of the list above.
| compound | PMI act satM6P | bIAP act | Diaphorase inh | Diaph act CS | bIAP inh | PMI activator | L major viab | TNAP inh hiacc | TNAP inh no acc | TNAP act hi DEA |
| --- | --- | --- | --- | --- | --- | --- | --- | --- | --- | --- |
| CC(=O)NC(Cc1ccc(F)cc1)C(=O)O (stereo unspecified) | 1 | 1 | 5 | 0.9 | -2 | 1 | 84* | -3 | -5 | 1 |
| CCCc1nc2sc(C(=O)OCC)c(N)c2c2c1COC(C)(C)C2 | 0.9 | 0.9 | 30 | 0.7 | 7 | 0.8 | 5 | 0 | -5 | 1 |

From PubChem
